Screening results from PubChem.
SIAH1 antagonists: blockers of Siah-1 interaction with plectin peptide – biochemical, fluorescence polarization, rhodamine-plectin, uHTS, primary screen (AID 1817). 290,000 compounds, 0.02% hits. one-dose displacement, % at 20 µM; IC50 in µM for titrated hits. Siah-1 / rhodamine-plectin peptide fluorescence polarization; higher % means a stronger effect;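 active = displacement of at least 50% at 20 µM, with a fluorescence ratio check between 0.3 and a set limit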;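 note: plate controls were Siah plus tracer with DMSO for no effect and tracer alone without Siah for full effect; strong numbers were not always called active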
GPR35 arrestin U2OS: GPR35 antagonists blocking zaprinast-driven arrestin recruitment, primary screen, imaging, U2OS, beta-arrestin-GFP, zaprinast agonist (AID 2058); U2OS GPR35 beta-arrestin-GFP translocation imaging, zaprinast antagonism; higher % means a stronger effect; inhibition, % at 10 µM; hits with a dose series show IC50 in µM; 290,000 compounds, 0.052% hits;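 active = inhibition of at least 50% with at least 30 cells and total cytoplasm GFP at most 10,000,000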
MgcRacGAP inhibition: MgcRacGAP GTPase-activating activity inhibitors, confirmation, biochemical, ADP Hunter fluorescence; one-dose inhibition, % at 30 µM; IC50 in µM for titrated hits; MgcRacGAP-stimulated Rac1 GTP hydrolysis, ADP Hunter fluorescence; higher % means a stronger effect; GST-tagged Rac1 F28L mutant substrate; 340,000 compounds, 0.6% hits;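 active = first-screen hits whose inhibition reached a set limit at any dose in the follow-up dose series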;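 note: fluorescence reports GDP produced by GAP-driven GTP hydrolysis; strong numbers were not always called active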
NTR1 ag: agonists of NTR1, primary screen, imaging, U2OS cells, beta-arrestin-GFP, high content (AID 493036); P30989; NTR1-U2OS beta-arrestin-GFP spot imaging, agonist mode; activation, % at 20 µM; 330,000 compounds, 0.17% hits;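 active = activation at or above 40% of the spot to cytoplasm intensity ratio, with at least 20 cells analyzed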;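 note: 0% = DMSO without peptide and 100% = 100 nM NTR1 peptide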
Target sequence (P30989 whole entry, looked up): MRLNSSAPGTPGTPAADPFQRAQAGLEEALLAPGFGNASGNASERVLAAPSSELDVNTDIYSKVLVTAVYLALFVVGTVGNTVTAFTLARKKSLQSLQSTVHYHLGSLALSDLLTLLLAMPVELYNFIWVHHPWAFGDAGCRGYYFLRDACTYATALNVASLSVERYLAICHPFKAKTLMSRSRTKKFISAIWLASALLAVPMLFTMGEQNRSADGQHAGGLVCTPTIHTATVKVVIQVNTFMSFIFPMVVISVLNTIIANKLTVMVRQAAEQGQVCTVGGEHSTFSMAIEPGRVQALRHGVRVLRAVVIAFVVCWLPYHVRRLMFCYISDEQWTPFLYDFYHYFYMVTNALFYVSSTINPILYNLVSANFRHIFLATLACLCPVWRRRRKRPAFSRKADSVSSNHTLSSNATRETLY
Myeloid diff MLP: myeloid differentiation induction. ER-HoxA9 myeloid progenitors, lysozyme-GFP differentiation, flow cytometry. calls only at 10 µM. 360,000 compounds, 1% hits;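 active = normalized GFP-positive differentiation at or above the plate's own cutoff, the solvent-only control mean plus 3 SD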;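 note: cells exposed to compound for four days before flow analysis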
HIV peptide binding: inhibitors of HIV fusion peptide binding, primary screen, biochemical, uHTS, fluorescence dequenching (AID 1986); cell-free peptide binding, fluorescence dequenching, 30 min; higher % means a stronger effect; inhibition, % at 20 µM, or IC50 in µM where a hit was titrated; 290,000 compounds, 0.3% hits; in the data active = inhibition mostly above about 52%, no sharp cut-off; inactive = mostly below about 76%; note: some results filed as inactive read as strong as hits
GPR55 LPI antagonism: GPR55 antagonists blocking LPI-driven arrestin recruitment, primary screen, imaging, U2OS, beta-arrestin-GFP, LPI agonist (AID 2013); U2OS GPR55 beta-arrestin-GFP translocation imaging, LPI antagonism; higher % means a stronger effect; inhibition, % at 10 µM; hits with a dose series show IC50 in µM; 290,000 compounds, 0.13% hits;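 active = spots per cell inhibited over 60%, with over 100 cells counted and total cytoplasm intensity under 500,000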;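 note: U2OS cells stably carrying GPR55 and arrestin-GFP stimulated by 5 µM LPI near EC80; imaged beta-arrestin-GFP aggregate spots per cell after agonist stimulation; plate controls were LPI-stimulated DMSO wells for no effect and DMSO wells without LPI for full effect; some results filed as inactive read as strong as hits; confirmed hits need IC50 under 10 µM and bright autofluorescent wells are also inconclusive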
PhoP inhibition: inhibitors of PhoP regulon expression, primary screen, Salmonella Typhimurium, GFP reporter (AID 1863) | S. Typhimurium PhoP-regulated promoter GFP reporter, 4 h; higher % means a stronger effect | inhibition, % at 50 µM, or IC50 in µM where a hit was titrated | 300,000 compounds, 0.16% hits;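 active = inhibition over 29.93%, a cutoff 3 SD above the screen mean, later confirmed by dose response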;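 note: 0% = low Mg2+ inducing control and 100% = high Mg2+ repressing control; strong numbers were not always called active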
LYP inhibition: inhibitors of LYP phosphatase, biochemical, fluorescence intensity, uHTS (AID 1779); recombinant LYP phosphatase, fluorescence intensity; higher % means a stronger effect; one-dose inhibition, % at 11.5 µM; IC50 in µM for titrated hits; 290,000 compounds, 0.054% hits; in the data active = inhibition above about 50%;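 note: plate controls were vehicle with enzyme for no effect and no enzyme for full effect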
NTR1 ag cell count 20 µM: second read-out of NTR1 ag, no call of its own (marks repeat the call); cell count; measured here: cell count, cytotoxicity flag
Myeloid diff MLP GFP+ MAC1+ %: also measured in Myeloid diff MLP; calls as there; GFP+ MAC1+ double positive, %; measured here: differentiation confirmed by MAC1 staining
* marks the source's active call; other numbers are inactive results; i = inactive; . = not tested or not shown. Rows were taken by chance (roughly 2.4% active in at least one column).

structure	HIV peptide binding	Myeloid diff MLP	MgcRacGAP inhibition	LYP inhibition	SIAH1 antagonists	Myeloid diff MLP GFP+ MAC1+ %	GPR35 arrestin U2OS	NTR1 ag cell count 20 µM	GPR55 LPI antagonism	PhoP inhibition	NTR1 ag
COc1ccc(C2=NOC3(CC(=O)N(c4ccc(C)cc4)C3=O)C2)c(OC)c1 (centres undefined)	0.9%	i	6%	-6%	5%	1.7	-3%	63	-4%	-1%	-0.5
CCN1CCN(C(=O)c2cc3c(=O)n4ccccc4nc3n2Cc2ccccc2)CC1	-0.9%	.	.	-14%	3%	.	-8%	.	-4%	.	.
O=C1CC(c2ccccc2F)C2=C(COC2=O)N1 (centres undefined)	-0.4%	i	.	-1%	-6%	0.2	6%	39	-1%	4%	2.2
COCCCNC(=O)C1CCC(=O)N(c2ccc3c(c2)OCO3)C1c1ccc(OC)cc1 (centres undefined)	1.4%	i	4%	-8%	2%	11	9%	97	4%	3%	0.6
Cc1ccc(N2CCN(S(=O)(=O)c3nnc(NC(=O)c4ccco4)s3)CC2)cc1	32%	i	-2%	4%	2%	3.0	1%	48	8%	.	-1.3
C=CCn1c(=O)c2c3c(sc2n2c(Nc4ccccc4)nnc12)CCCC3	-4.2%	i	7%	0%	-1%	1.3	-9%	57	6%	-5%	10
COC(=O)C1=C(N)Oc2cc(C)n(CCCn3ccnc3)c(=O)c2C1c1ccc(Cl)cc1 (centres undefined)	3.3%	i	14%	0%	4%	0.5	16%	44	3%	-3%	4.6
CC1CCc2c(sc(NC(=O)c3ccco3)c2C(=O)O)C1 (centres undefined)	4.4%	i	9%	-6%	-7%	0.0	17%	54	6%	3%	-0.2
CC1=CC2=NC(=O)/C(=C\c3cc(C)n(-c4ccccc4)c3C)C(=N)N2O1	5.0%	i	3%	-4%	1%	0.5	3%	63	3%	2%	3.6
CC(C)Oc1ccccc1-c1cc(C(=O)N/N=C/c2cccnc2)c2ccccc2n1	-2.9%	i	2%	-6%	-3%	0.3	8%	59	1%	-3%	0.3
CCC(=O)Nc1nnc(C)s1	-1.1%	i	12%	-4%	2%	0.7	-3%	.	-8%	3%	.
Cc1cc(Br)c(NC(=O)Cn2c([N+](=O)[O-])cnc2C)cc1C	0.6%	i	4%	-9%	-2%	0.4	2%	86	-9%	11%	-1.4
Clc1ccc(-c2noc(CN(Cc3ccccn3)CC3CCCO3)n2)cc1 (centres undefined)	1.7%	i	5%	1%	13%	1.0	5%	69	2%	.	-0.6
COc1cccc(/C=C2\CCC(C3CCCC3)C2=O)c1 (centres undefined)	2.9%	i	4%	0%	-1%	0.3	0%	84	2%	-1%	6.6
O=C(NCc1ccccn1)C1CCCN(S(=O)(=O)c2ccccc2)C1 (centres undefined)	0.5%	i	-5%	-5%	8%	0.7	14%	51	15%	-4%	0.1
COC(=O)C1=CN(Cc2ccccc2)C=C(C(=O)OC)C1c1cc(F)ccc1F	-0.1%	i	7%	-11%	1%	0.0	-10%	93	-2%	4%	2.1
O=c1oc2ccc3ccccc3c2c2c1SC(C(F)(F)F)C2 (centres undefined)	-1.2%	i	9%	-2%	6%	0.0	-10%	50	14%	-8%	3.1
OC(COCc1ccc(Cl)cc1)CN1CCCCC1 (centres undefined)	0.6%	i	3%	-9%	-2%	2.7	12%	67	-1%	-1%	1.5
O=C(Nc1ccc(Cl)cc1)N1CCc2[nH]c3ccccc3c2C1	3.5%	i	0%	-4%	3%	1.0	10%	51	10%	7%	6.6
Cc1ccccc1S(=O)(=O)Cc1ccc(C(=O)NCCN(Cc2ccccc2)C(C)C)o1	-1.7%	i	10%	-13%	0%	1.9	-3%	57	2%	-9%	0.3
O=C(COC(=O)C1CCC(=O)N1)Nc1ccccc1Br (centres undefined)	-1.4%	i	-8%	-5%	7%	1.5	-8%	71	13%	6%	0.9
O=C(c1ccco1)N1CCN(C(=O)c2cc(-c3ccccc3)nc3ccccc23)CC1	1.0%	i	4%	0%	-1%	1.2	9%	93	26%	-4%	-0.5
Cc1ccc2nc(NC(=O)C3CC3C)sc2c1 (centres undefined)	1.9%	i	4%	-6%	0%	0.8	-2%	60	-11%	5%	-1.6
O=C(CC12CC3CC(CC(C3)C1)C2)NCC(=O)N1CCc2ccccc2C1	-3.3%	i	4%	-2%	-6%	0.6	26%	72	5%	-3%	6.1
CC1(C)CC(=O)C2=C(C1)Oc1nc3ccccc3cc1C2C(C#N)C#N (centres undefined)	-1.5%	i	6%	0%	-1%	0.6	-14%	51	-3%	4%	2.2

(list continues)
structure	HIV peptide binding	Myeloid diff MLP	MgcRacGAP inhibition	LYP inhibition	SIAH1 antagonists	Myeloid diff MLP GFP+ MAC1+ %	GPR35 arrestin U2OS	NTR1 ag cell count 20 µM	GPR55 LPI antagonism	PhoP inhibition	NTR1 ag
Cn1cnnc1Sc1ccc(S(C)(=O)=O)cc1[N+](=O)[O-]	0.0%	i	-6%	2%	5%	0.7	-11%	48	15%	-3%	-1.5
CCOc1ccc(N=C2NC(=O)S/C2=C\c2ccc(OC)cc2)cc1	-6.9%	i	2%	-1%	20%	1.6	-14%	30	0%	-9%	-1.4
Cc1cc(C)cc(NS(=O)(=O)c2ccc3[nH]c(=O)[nH]c3c2)c1	1.0%	i	5%	-2%	19%	0.7	1%	84	-3%	-11%	-1.0
Cc1nc2ccccc2n1C1CC(=O)N(Cc2ccccc2)C1=O (centres undefined)	2.6%	i	-3%	1%	1%	0.8	-2%	91	12%	28%	1.8
CCCCN(C)C(=O)c1ccc(S(=O)(=O)N2CCOCC2)cc1	-0.8%	i	9%	-11%	-2%	1.1	-2%	76	-6%	3%	1.1
Cc1cc(NC(=O)c2ccc(Br)c(S(=O)(=O)N3CCCC3)c2)no1	-3.2%	i	7%	-1%	-1%	0.6	-10%	77	1%	8%	-0.3
O=C(Nc1ccc(F)cc1)c1cn(-c2ccccc2)nc1-c1ccncc1	4.2%	i	14%	13%	1%	0.9	-9%	48	3%	0%	0.9
Cc1ccsc1/C=N/NC(=O)C1C(=O)NCC1c1ccccc1 (centres undefined)	0.0%	.	.	4%	2%	.	1%	57	14%	-4%	1.0
O=C(NCCC1CCCCN1S(=O)(=O)c1ccc(F)cc1)C(=O)NCC1CCCO1 (centres undefined)	.	i	-1%	.	.	0.4	.	60	.	5%	1.7
O=C(OCc1cccc([N+](=O)[O-])c1)c1cccnc1Cl	-0.3%	i	9%	-4%	-7%	1.0	4%	44	-5%	6%	-1.1
COc1ccc(/C(O)=C2/C(=O)C(=O)N(c3ccccn3)C2c2ccc(F)cc2)cc1 (centres undefined)	3.0%	i	16%	-7%	1%	1.0	-1%	93	3%	-1%	-0.7
O=C(CSc1ccc2nnc(-c3cccnc3)n2n1)c1ccccc1	-2.3%	i	1%	-2%	4%	0.4	-3%	41	3%	0%	3.9
O=C(CCc1ccccc1)Nc1cccnc1Cl	1.0%	i	8%	-9%	17%	0.5	4%	49	-3%	-9%	-0.7
CC(Sc1nnc(-c2ccncc2)n1C)C(=O)NCC1CCCO1 (centres undefined)	.	i	2%	.	.	1.0	.	62	.	-7%	0.0
Cc1cnc(C(=O)Nc2cc(F)ccc2C)cn1	-1.1%	i	2%	-6%	1%	0.1	0%	44	-4%	7%	-0.4
O=C1CC(c2ccco2)CC2=C1C(c1ccccc1)n1nc(C(F)(F)F)nc1N2 (centres undefined)	13%	i	9%	-2%	-7%	0.4	11%	54	9%	-2%	-0.1
Cc1ccccc1OCCn1cc(/C=C(\C#N)C(=O)NCc2ccco2)c2ccccc21	-0.3%	i	2%	-8%	1%	0.5	-2%	57	8%	2%	3.0
O=C(COc1ccccc1)Nc1ccc(-c2ccc(N3CCOCC3)nn2)cc1	.	i	7%	.	.	1.3	.	45	.	11%	-0.2
Cc1cc(=O)n2c(n1)NC(Nc1cccc(C)c1C)=NC2c1ccccc1 (centres undefined)	1.0%	i	9%	-6%	5%	0.5	7%	40	2%	-13%	-1.3
CCC(=O)Nc1ccc(Oc2ccc(NC(=O)CC)c(NC(=O)CC)c2)cc1	-0.2%	i	12%	-5%	-5%	0.4	9%	39	9%	-4%	1.6
COc1cc(Br)cc(CN2CCN(C=O)CC2)c1O	-1.3%	i	5%	-10%	-2%	4.1	9%	61	-1%	-1%	0.1
O=[N+]([O-])c1cccc(CSc2ncnc3ccccc23)c1	-0.8%	i	6%	6%	-6%	0.6	-8%	44	2%	3%	1.6
CCOc1ccc(NC(=O)CCNc2c(N3CCCC3)c(=O)c2=O)cc1	-2.0%	i	8%	-5%	-7%	0.6	15%	43	12%	-3%	1.8
O=C1c2cccc([N+](=O)[O-])c2C(=O)N1C1CCCCC1	0.2%	i	8%	-4%	-3%	0.5	1%	65	9%	-6%	0.5
COc1cc(OC)cc(C(=O)NNC(=O)NC2CCCCC2)c1	1.1%	i	13%	-9%	4%	1.1	1%	47	7%	2%	1.8

Next section.
structure	HIV peptide binding	Myeloid diff MLP	MgcRacGAP inhibition	LYP inhibition	SIAH1 antagonists	Myeloid diff MLP GFP+ MAC1+ %	GPR35 arrestin U2OS	NTR1 ag cell count 20 µM	GPR55 LPI antagonism	PhoP inhibition	NTR1 ag
CCOC(=O)N1CCN(C(=O)c2cn(CC)c3ccc(S(=O)(=O)N4CC(C)CC(C)C4)cc3c2=O)CC1 (centres undefined)	1.6%	i	8%	-4%	4%	0.4	-13%	48	-4%	-3%	1.1
O=C(NCC(=O)N(CCN1CCOCC1)C(C(=O)NC1CCCC1)c1ccccc1)c1cccs1 (centres undefined)	-0.4%	i	3%	-8%	5%	0.3	6%	49	-5%	0%	-0.7
CCOc1ccc(NC(=O)CCN2CCN(S(=O)(=O)c3ccc(Cl)cc3)CC2)cc1	-2.7%	i	7%	-7%	-1%	0.0	3%	55	5%	11%	0.1
CCOc1ccc(C2c3[nH]c4ccccc4c3C[C@H]3C(=O)N(C4CC4)CC(=O)N23)cc1OC (some centres undefined)	0.3%	i	14%	-3%	-6%	0.3	-8%	80	4%	-1%	-0.7
COc1cc(NC(=S)N2CCN(CCO)CC2)cc(OC)c1	-0.9%	i	9%	-7%	-2%	0.6	10%	49	4%	-1%	-1.8
O=C(COC(=O)c1cc([N+](=O)[O-])ccc1N1CCOCC1)c1ccccc1	.	i	5%	.	.	0.8	.	59	.	8%	2.3
